GSK3 alpha inh = blockers of GSK3A enzyme activity – biochemical, luminescence, cell-free homogeneous, HTS, primary screen | Glycogen synthase kinase-3 alpha (Homo sapiens), P49840 | GSK-3 alpha kinase, ADP-Glo luminescence, 60 min | inhibition, % at 10 µM | 320,000 compounds, 0.1% hits | AID 2650, 2010;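 in the data active = inhibition above about 50%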;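 note: GST-tagged GSK-3 alpha with peptide substrate and 25 µM ATP; 0% = DMSO neutral wells and 100% = GW8510 positive control wells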
PolyA inhibitor = polyadenylation inhibitors in yeast reporter cells, primary screen, luminescence, S. cerevisiae; 300,000 compounds, 0.02% hits; S. cerevisiae SKY197-pL101 polyadenylation reporter, beta-gal luminescence; efflux-impaired pdr1/pdr3 knockout yeast; score 100 = 6 SD above DMSO; calls only at 12 µM;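 active = lowest replicate activity score at least 50, where 100 means six control SD above control mean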;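 note: yeast exposed to compound for 9 h at 30 °C; higher score means more reporter readthrough which indicates perturbed polyadenylation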
RGS4 inh = RGS4 inhibitors, primary screen, cell-based, HEK293 M3R inducible RGS4, calcium flux | AID 463165, 2010 | B-score at 10 µM | Fluo-4 calcium flux; active compounds read high; triggered by carbachol at its EC20 | Regulator of G-protein signaling 4 (Homo sapiens), P49798 | 310,000 compounds, 0.45% hits;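 active = B-score, a plate-corrected calcium signal, over three deviations above library mean, with baseline fluorescence within five deviations of library mean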;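 note: RGS4 expression induced by doxycycline in cells with stable M3 receptor; B-score is computed from the integrated fluorescence ratio over baseline after carbachol; higher B-score means a larger calcium signal and so more RGS4 inhibition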
Target sequence (P49798 whole entry, looked up): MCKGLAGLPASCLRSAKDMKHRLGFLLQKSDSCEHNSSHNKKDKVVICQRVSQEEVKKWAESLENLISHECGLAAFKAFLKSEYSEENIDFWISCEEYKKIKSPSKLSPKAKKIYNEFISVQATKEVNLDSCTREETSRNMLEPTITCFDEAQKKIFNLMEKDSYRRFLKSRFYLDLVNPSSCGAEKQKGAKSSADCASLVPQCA
KCNK9 inh = KCNK9 potassium channel inhibitors, primary screen, HEK293 cells, thallium flux; FluxOR thallium flux fluorescence; active compounds read low; 310,000 compounds, 1.2% hits; Potassium channel subfamily K member 9 (Homo sapiens), Q9NPC2; B-score at 10 µM;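 active = ratio B-score over 3 SD below the library mean, with starting fluorescence within 5 SD of its mean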;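 note: negative B-score means less thallium flux so channel inhibition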
KCNQ1 block = inhibitors of human KCNQ1 channel, primary screen, cell-based, thallium flux, high-throughput | CHO-K1 KCNQ1, FluxOR thallium flux fluorescence; active compounds read high | B-score at 10 µM | Potassium voltage-gated channel subfamily KQT member 1 (Homo sapiens), P51787 | 310,000 compounds, 1.3% hits | AID 2642, 2010;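 active = compounds whose thallium flux B-score, printed positive for inhibition, exceeds three library SD while starting fluorescence stays within three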;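 note: channel opened by potassium depolarization with thallium stimulus after 20 min compound exposure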
Target sequence (P51787 whole entry, looked up): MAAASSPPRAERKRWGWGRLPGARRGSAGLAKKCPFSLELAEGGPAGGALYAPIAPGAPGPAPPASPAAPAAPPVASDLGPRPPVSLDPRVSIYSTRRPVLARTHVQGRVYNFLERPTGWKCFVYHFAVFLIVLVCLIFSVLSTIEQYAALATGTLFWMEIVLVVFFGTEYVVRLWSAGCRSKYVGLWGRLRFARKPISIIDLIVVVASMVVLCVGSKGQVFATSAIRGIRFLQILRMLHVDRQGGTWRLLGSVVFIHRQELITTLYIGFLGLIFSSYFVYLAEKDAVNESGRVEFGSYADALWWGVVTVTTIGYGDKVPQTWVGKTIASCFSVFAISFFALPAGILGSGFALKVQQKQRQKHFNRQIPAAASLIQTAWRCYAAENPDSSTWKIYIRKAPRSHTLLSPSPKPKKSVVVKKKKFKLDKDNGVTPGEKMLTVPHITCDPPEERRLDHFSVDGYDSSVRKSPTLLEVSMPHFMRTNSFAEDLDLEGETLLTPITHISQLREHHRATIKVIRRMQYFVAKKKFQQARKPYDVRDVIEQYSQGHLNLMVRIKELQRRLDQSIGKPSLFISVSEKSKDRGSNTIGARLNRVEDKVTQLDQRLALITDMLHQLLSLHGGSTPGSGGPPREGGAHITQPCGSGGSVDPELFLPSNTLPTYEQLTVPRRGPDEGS
RGS4 act = RGS4 potentiators or activators, primary screen, cell-based, HEK293 M3R inducible RGS4, calcium flux; carbachol calcium flux Fluo4; active compounds read low; B-score at 10 µM; 310,000 compounds, 0.92% hits;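 active = B-score of the integrated calcium signal more than 4 SD below the library mean, with starting fluorescence not abnormally high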;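 note: negative B-score means reduced calcium response which marks RGS4 activation or potentiation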
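Reagent: ECmax carbachol challenge; Test system: M3R-expressing HEK293 line, RGS4 induced by doxycycline; Schedule: overnight RGS4 induction, 30 min dye load 37 °C, 20 min compound RT; Detection: calcium dye Fluo4 fluorescence; Read-out: Agonist-evoked peak-minus-minimum fluorescence over baseline, integrated ratio, B score.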
hERG protect = hERG rescue from dofetilide block, primary screen, cell-based, CHO-hERG, FluxOR thallium flux, dofetilide IC70; activation (rescue from dofetilide block), less the hit threshold, % at 10 µM; Voltage-gated inwardly rectifying potassium channel KCNH2 (Homo sapiens), Q12809; dofetilide IC70 present; 310,000 compounds, 0.51% hits; AID 1511, 2009;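 active = activation above the mean of controls blocked by dofetilide plus 5 SD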;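 note: thallium influx through hERG after potassium depolarization seen as dye fluorescence rise; in these data hits start at about 4.7%; inactives centre near -7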
DYRK1A inh = rat Dyrk1A kinase inhibitors, primary screen, biochemical, single point, plate reader; Dual specificity tyrosine-phosphorylation-regulated kinase 1A (Rattus norvegicus), Q63470; ADP-Glo luminescence, NFATc1 peptide; inhibition, % at 12.5 µM; 310,000 compounds, 0.43% hits; in the data active = inhibition above about 50%;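 note: plate controls were vehicle with enzyme for no effect and no enzyme for full effect; many of its hits are not listed in these tables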
KCNK3 block = human KCNK3 channel inhibitors, primary screen, CHO cells, FluxOR thallium flux, B-score | Potassium channel subfamily K member 3 (Homo sapiens), O14649 | FluxOR fluorescence; active compounds read low | B-score at 10 µM | 340,000 compounds, 0.84% hits;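 active = B-score under library mean minus 4 SD, starting fluorescence ratio at most library mean plus 5 SD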;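 note: more negative B-score means stronger inhibition of thallium flux through KCNK3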
GSK3beta inhib = human GSK3beta kinase inhibitors, primary screen, biochemical, cell-free homogeneous, HTS | Glycogen synthase kinase-3 beta (Homo sapiens), P49841 | GST-GSK3beta kinase, ADP-Glo luminescence, 60 min; active compounds read low | activity score (negative = inhibition), % at 10 µM | 300,000 compounds, 0.038% hits;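 active = more than half of replicate wells score below -50%, meaning over 50% inhibition versus plate controls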;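 note: 0% = median DMSO wells and -100% = median GW8510 positive control wells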
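Test system – GST-tagged human GSK3beta kinase, cell-free · Incubation – 60 min enzyme reaction, room temperature · Signal – ADP-Glo luminescence · Also added – peptide substrate and ATP at 25 µM · Controls – DMSO neutral wells and GW8510 at 20 µM as positive · Buffer or medium – Tris/MgCl2 kinase buffer · Measure – Luminescence-derived activity versus plate DMSO and GW8510 wells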
KCNQ1 act = potentiators or activators of KCNQ1 channel, primary screen, cell-based, thallium flux, high-throughput; Potassium voltage-gated channel subfamily KQT member 1 (Homo sapiens), P51787; B-score at 10 µM; 310,000 compounds, 0.35% hits; AID 2648, 2010; CHO-K1 KCNQ1, thallium flux FluxOR fluorescence; active compounds read high;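 active = fluorescence ratio B-score, a plate-corrected score, at least three library SD, with initial intensity B-score within 5 SD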
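Assay system: CHO-K1 cells stably expressing KCNQ1. Medium: assay buffer for compound exposure, DMSO matched across wells. Timing: 37 °C overnight plating, 90-min dark dye load, 20-min compound pretreatment. Signal: kinetic FluxOR fluorescence, 10 s baseline plus 110 s post-stimulus.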
An asterisk follows results filed as active; i = inactive; . = not tested or not shown; & = joins results of further samples.

| SMILES | GSK3 alpha inh | RGS4 act | KCNK9 inh | KCNQ1 block | RGS4 inh | GSK3beta inhib | KCNK3 block | KCNQ1 act | DYRK1A inh | PolyA inhibitor | hERG protect |
| --- | --- | --- | --- | --- | --- | --- | --- | --- | --- | --- | --- |
| CCOCC(=O)Nc1c(C(=O)Nc2ccccc2OC)oc2ccccc12 | 3 | i | i | i | i | 1 | i | i | 1 | i | -9 |
| Cc1ccc(NC(=O)c2nc[nH]c2C(=O)N[C@@H](C)c2ccccc2)cc1 | 0 | i | i | i | 5.7* | 0 | i | i | 3 | i | -10 |
| N#C/C(=C1/CCCCCN1)c1nc2ccccc2[nH]1 | -2 | i | i | i | i | -1 | i | i | -5 | i | -5 |
| Cc1ccc(C(C)C)c(OCC(=O)Nc2sc3c(c2C#N)CC(C)(C)NC3(C)C)c1 | -1 | i | i | i | i | 0 | i | i | -4 | i | -14 |
| CC(C)(C)c1nc(CN2CCOCC2)cc(CN2CCOCC2)c1O | -5 | i | i | i | i | 0 | i | i | 2 | i | -7 |
| CCC(C)c1ccccc1NC(=O)CN(C)CCOc1ccc(Cl)cc1 (configuration not stated) | -5 | i | i | i | i | 13 | i | i | -2 | i | -3 |
| C=CCNC(=O)c1ccc(CSc2nc3ccccc3s2)cc1 | -5 | i | i | i | i | 4 | i | i | -2 | i | -10 |
| Cc1ccc(C(=O)N/C(=C/c2ccco2)C(=O)N2CCCCC2)cc1 | -2 | i | i | i | i | 3 | i | i | -9 | i | -7 |
| COc1ccc(C2=NN(C(=O)c3ccccc3)C(c3cccc([N+](=O)[O-])c3)C2)cc1 (configuration not stated) | 2 | i | -18* | i | i | 1 | i | i | -3 | i | -8 |
| CCCCN(C)C(=O)c1cc2cc3ccc(OC)cc3nc2s1 | 3 | i | i | i | i | 0 | i | i | 16 | . | -20 |
| CC(=O)Nc1ccc(NC(=O)COC(=O)CCCc2c[nH]c3ccccc23)cc1 | 1 | i | i | i | i | 0 | i | i | 0 | i | -11 |
| Cc1nnc(NC(=O)c2ccc(S(=O)(=O)N(C)Cc3ccccc3)cc2)o1 | 2 | i | i | i | i | -2 | i | i | -4 | i | 1 |
| O=C(OCC(=O)N1CCCC1=O)c1ccc(O)cc1O | -3 | i | i | i | i | -1 | i | i | 15 | i | -16 |
| COCCn1nnnc1C(c1cccc(C#N)c1)N1CCCCCC1 (configuration not stated) | 0 | i | i | i | i | -2 | i | i | 2 | i | -2 |
| BrC(=C\c1ccccc1)/C=N/N1CCN(c2ccccc2)CC1 | -3 | i | i | i | i | -5 | i | i | . | i | -4 |
| COc1cccc(C(=O)C2CCCN(C(=O)c3ccccc3Cl)C2)c1 (configuration not stated) | 7 | i | i | i | i | 0 | i | i | 3 | i | -12 |
| O=C(NCc1ccccc1Cl)c1ccc2c(c1)OCO2 | -3 | i | i | i | i | -3 | i | i | 6 | i | -9 |
| Cc1ccc(-n2ccnc2SCC(=O)O)c(C)c1 | -3 | i | i | i | i | 3 | i | i | -4 | i | -4 |
| CC1CCN(S(=O)(=O)c2ccc(C(=O)Nc3ncccc3O)cc2)CC1 | -1 | i | i | i | i | 1 | i | i | -4 | i | -7 |
| c1ccc(CNc2nc(-c3ccccn3)nc3ccccc23)cc1 | -1 | i | i | i | i | -2 | i | i | -8 | i | -9 |
| COc1cccc(C(=O)SC2=NCCS2)c1 | 0 | i | i | i | i | 3 | i | i | -17 | i | -4 |
| CCCn1nnnc1-c1ccc(Cl)cc1 | 2 | i | i | i | i | 2 | i | i | -2 | i | -7 |
| O=C1NC(=O)C(c2ccc(F)cc2)N1 (configuration not stated) | -1 | i | i | i | i | -1 | i | i | -3 | i | -4 |
| O=C(NCCC1CCCC1)c1cccs1 | 5 | i | i | i | i | 0 | i | i | . | i | -4 |
| Cc1ccc(CNC(=O)CC2Sc3ccccc3NC2=O)cc1 (configuration not stated) | . | i | i | i | i | -2 | i | i | -3 | i | -7 |
| CC1CCN(C(=O)NC(=O)c2ccc(Cl)cc2)CC1 | -1 | i | i | i | i | -4 | i | i | . | i | -13 |
| CC(C)=NOC(=O)c1c(C)noc1-c1snnc1C | -3 | i | i | i | i | -1 | i | i | 10 | i | -8 |
| COc1ccccc1N(CC(=O)NCCSc1ccccc1)S(C)(=O)=O | 0 | i | i | i | i | 1 | i | i | -1 | i | 1 |
| COc1ccccc1NC(=O)N1CCOCC1 | 0 | i | i | i | i | 2 | i | i | 0 | i | 1 |
| O=C(NCCS(=O)(=O)N1CCN(c2ccccc2F)CC1)C1CC(=O)N(c2ccccc2)C1 (configuration not stated) | 0 | i | i | i | i | 8 | i | i | -3 | i | -2 |
| COc1ccc(C=O)cc1Cn1cnc2c(cnn2C)c1=O | -4 | i | i | i | i | -2 | i | i | 3 | i | -8 |
| Cc1ccc(S(=O)(=O)NC(CC(=O)n2nc(C)cc2C)c2ccccc2)cc1 (configuration not stated) | -1 | i | i | i | i | 1 | i | i | -2 | i | -12 |
| CCC(=O)N1CCN(c2cc(N3CCCC3)c(F)cc2[N+](=O)[O-])CC1 | -1 | i | i | i | i | -1 | i | i | -5 | i | -1 |
| Cc1cc(C)c(NC(=O)CSc2nc3ncc(Br)cc3[nH]2)c(C)c1 | -2 | i | i | i | i | 0 | i | i | -1 | i | -4 |
| COc1ccc(N/C=C(\C(C)=O)c2ccc(OC)c(OC)c2)cc1OC | -1 | i | i | i | i | -1 | i | i | -2 | i | -1 |
| O=C(CN(C(=O)CSc1nc2ccccc2o1)c1ccccc1)NC1CCCCC1 | -5 | i | i | i | i | 0 | i | i | -1 | i | -10 |
| COc1ccc(C(C)C)cc1S(=O)(=O)Nc1ccncc1 | -6 | i | i | i | i | 2 | i | i | 2 | i | -7 |
| CCOc1ccccc1NC(=O)C1CCN(C(=O)c2cccs2)CC1 | -1 | i | i | i | i | -1 | i | i | -3 | i | -6 |
| Cc1cccc(OCC(O)CN2CCN(C3CCCCC3)CC2)c1 (configuration not stated) | -2 | i | i | i | i | -3 | i | i | 5 | i | 2 |
| CC1(C)c2[nH]c3ccccc3c2C[C@@H]2C(=O)N(Cc3ccccc3)C(=O)N21 | -1 | i | i | i | i | 3 | i | i | . | i | -10 |
| COc1ccc(Cl)cc1NC(=O)CN(C)C(=O)CNC(=O)C12CC3CC(CC(C3)C1)C2 | -1 | i | i | i | i | -2 | i | i | -17 | i | -15 |
| CC(C)N(C(=O)CSc1nc(Cc2ccccc2)nc2ccccc12)C(C)C | 2 | i | i | i | i | 1 | -9.5* | i | -3 | i | -10 |
| CCOc1cccc(CN2CCCC(N3CCc4ccccc4C3)C2)c1O (configuration not stated) | -3 | i | i | i | i | -1 | i | i | 6 | i | -7 |
| COc1ccc(C2/C(=C(/O)c3ccc4c(c3)CC(C)O4)C(=O)C(=O)N2CCCN2CCOCC2)cc1OC (configuration not stated) | -2 | i | i | i | i | 1 | i | i | -4 | i | -7 |
| CC1CCc2cccc3c(O)cc(=O)n1c23 (configuration not stated) | 1 | i | i | i | i | 3 | i | i | 6 | i | -12 |
| N#CCSCC(=O)Nc1ccc(Br)cc1 | -1 | i | i | i | i | 2 | i | i | -8 | i | -12 |
| CCNC(=O)C(=O)NCc1ccncc1 | -2 | i | i | i | i | -3 | i | i | -3 | i | -11 |
| CC(=O)NNC(=S)NC(=O)c1cccc([N+](=O)[O-])c1 | -1 | i | i | i | i | 1 | i | i | -4 | i | -6 |
| Cc1ccc(OCC(=O)Nc2ccc(O)c(C(=O)O)c2)cc1C | -15 | i | i | i | i | 4 | i | i | -12 | i | 0 |
| CCCCNC(=O)c1ccc(CNc2c(N3CCC(C(=O)OCC)CC3)c(=O)c2=O)cc1 | 4 | i | i | i | i | 1 | i | i | 0&4 | i | -5 |
| CC(=O)/C(N=Nc1ccc(OC(F)(F)F)cc1)=C(\C)O | -1 | i | i | i | i | 2 | i | i | 1 | i | -9 |
| Cc1ccc(NC(=O)CCc2nnc3ccc(N4CCN(C)CC4)nn23)cc1F | -3 | i | i | i | i | -5 | i | i | -3 | i | -5 |
| COC(=O)CCSCC(=O)Nc1cc(C)on1 | 0 | i | i | i | i | -1 | i | i | -8 | i | -3 |
| CCCC(c1nnnn1Cc1ccc(F)cc1)N1CCN(CC)CC1 (configuration not stated) | -4 | i | i | i | i | 2 | i | i | 0 | i | -2 |
| c1csc(-c2ccc3ccccc3n2)c1 | -1 | i | i | i | i | 1 | i | i | 2 | i | -8 |
| Cc1cccc(-n2nnnc2SCC(=O)c2cc(C)n(CC3CCCO3)c2C)c1 (configuration not stated) | -6 | i | i | i | i | 0 | i | i | 0 | i | -13 |
| O=C(N=C1SC2CS(=O)(=O)CC2N1c1c(Cl)cccc1Cl)C1CC1 (configuration not stated) | 1 | i | i | i | i | 2 | i | i | 5 | i | -9 |
| CC(C)c1ccc(NC(=O)CSc2nc(=O)[nH]c3c2CCCC3)cc1 | 0 | i | i | i | i | 1 | i | i | 13 | i | -8 |

Some of the compounds tested; count on the stated rates, not on these rows.
